Rin1 Abl inh: human Rin1-Abl interaction inhibition; P00519+Q13671; inhibition, % at 7.35 µM; AID 588664; hit rate 0.4% among 360,000; TR-FRET Rin1/Abl binding, biochemical; in the data active = inhibition above about 5%, passing the limit was not always enough
MT1-MMP act inh: MT1-MMP (human) activation inhibition; P50281; HT1080 RFP-PRO-GFP cells, GFP/RFP ratio fluorescence, overnight; percent of plate control window, DMSO zero; GFP/RFP ratio change, % at 20 µM; hit rate 0.061% among 360,000;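 active = GFP/RFP ratio change of at least 30% with cell ATP level not reduced by more than half and red fluorescence within 50% of control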; also: strong numbers were not always called active
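system = RFP-PRO-GFP reporter HT1080 cells | dosing = 20 µM single dose, 1% DMSO | timing = overnight cell settling, then overnight compound exposure, 37 °C, 5% CO2 | read-out basis = GFP/RFP fluorescence ratio | controls = DMSO and RFP-L50D-GFP cell wells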
E coli Lon inh: inhibits E. coli Lon protease; P0A9M0; purified E. coli Lon protease, fluorescence polarization; inhibition, % at 7.94 µM; hit rate 0.42% among 360,000; AID 602123; in the data active = inhibition above about 13%, passing the limit was not always enough;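 also: 0% = enzyme with probe and DMSO and 100% = no enzyme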
PABP1 MLLE inh: blocks PAM2 peptide binding to the PABP1 MLLE domain | P11940 | GST-MLLE / FITC-PAM2 fluorescence polarization | inhibition, % at 20 µM | hit rate 0.36% among 360,000 | AID 588489; in the data active = inhibition above about 35%, passing the limit was not always enough;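 also: plate controls were DMSO wells with GST-MLLE for no effect and wells lacking GST-MLLE protein for full effect; some results filed as inactive read as strong as hits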
MsrA inh: inhibitors of bovine MsrA | purified bovine MsrA, absorbance read-out | inhibition, % at 15.5 µM | hit rate 0.75% among 360,000; in the data active = inhibition above about 4.5%;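 also: 0% = vehicle wells with enzyme and 100% = reference inhibitor wells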
FAS TE block: inhibitors of human fatty acid synthase thioesterase domain; inhibition, % at 15 µM; hit rate 0.67% among 360,000; recombinant FAS-TE, OMFH fluorogenic substrate, fluorescence endpoint; AID 602261;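 active = compounds whose normalised, plate-corrected inhibition of enzyme fluorescence in the single-dose primary screen is 50% or more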;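 also: 0% = DMSO with enzyme and 100% = substrate without enzyme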
Rpn11 inh: inhibitors of human proteasome Rpn11. O00487. human 26S proteasome, Ub4-pepOG fluorescence polarization; 20S core pre-blocked with epoxomicin. calls only at 20 µM. hit rate 0.59% among 360,000. AID 588493;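 active = inhibition at 20 µM, scaled to each plate's controls, above about 33%, limit read from the data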
MsrA act: activators of bovine methionine sulfoxide reductase A. activation, % at 10.6 µM. purified bovine MsrA, absorbance read-out. hit rate 0.3% among 360,000; in the data active = activation above about 7.5%;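 also: 0% = vehicle and 100% = reference activator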
CSN deneddyl inh: CSN deneddylation inhibition | Q92905 | hit rate 0.38% among 360,000 | Purified CSN, SCF-Nedd8-OG deneddylation, fluorescence polarization | inhibition, % at 12.5 µM | AID 651999;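 active = pattern-corrected inhibition above about 35%, with an unprinted fluorescence ratio check between 0.5 and 1.5, limit read from the data, passing the limit was not always enough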;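 also: 0% = enzyme with substrate and 100% = substrate without enzyme; some results filed as inactive read as strong as hits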
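assay system = purified human Csn5 enzyme expressed in HEK293T cells | amount = 0.24 nM enzyme | buffer or medium = Tris/NaCl/DTT buffer, pH 7.5 | reagent = 10 nM SCFSkp2-Nedd8OG | compound = one concentration, 12.5 µM, 0.25% DMSO | times = 90 min reaction at room temperature | signal = FP | read-out basis = % inhibition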
* hit, by the source's call; i = inactive; x = not tested or not shown; + = active, no number.

SMILES	Rin1 Abl inh	MT1-MMP act inh	E coli Lon inh	PABP1 MLLE inh	MsrA inh	FAS TE block	Rpn11 inh	MsrA act	CSN deneddyl inh
COc1ccc(C(=O)N2CCCCC2)cc1S(=O)(=O)Nc1cccc(C(=O)O)c1	3	-3	-1	-3	-0.9	-8	i	-2	0
CCOC(=O)C1CCCN(C(=O)CCCOc2cc(=O)n(C)c3ccccc23)C1 (configuration not stated)	0	5	1	2	-1.3	-9	i	-9	-1
Nc1cc(N)nc(SCC(=O)N2CCCCC2)n1	6	5	-12	-2	0.5	-7	i	-11	-3
Cc1cc(=O)c(C(=O)Nc2cccc(N3CCCC3=O)c2)nn1-c1ccccc1Cl	0	1	6	3	1.5	-3	i	-9	1
CC(CCc1ccccc1)NC(=O)C1CCN(C(=O)c2sccc2-n2cccc2)CC1 (configuration not stated)	4	6	-3	1	1.3	0	i	1	-1
CCn1nccc1NC(=O)c1csc([C@@H]2C[C@H](O)[C@@H](CO)O2)n1	0	1	6	-9	-1.1	-8	i	-1	0
CC1(c2ccc(Cl)cc2Cl)NC(=O)N(CC(=O)N2CCN(C(=O)c3ccco3)CC2)C1=O (configuration not stated)	1	1	-9	-3	0.1	-9	i	-2	5
CC(=O)Nc1cc(-c2ccc(Cl)cc2)nn1-c1ccccc1	1	4	-8	6	0.2	-4	i	-1	-3
Cc1ccc(-n2c(C)cc(C(=O)CN3CCOCC3)c2C)cc1	-2	0	19*	7	-0.6	0	i	-2	0
CCOc1cc(C(=O)N2CCCN(C)CC2)cc(OCC)c1OCC	2	-6	8	3	-0.2	-7	i	-11	1
O=C(Nc1cccnc1)c1ccccc1-c1ccccc1	-2	1	4	1	0.4	-4	i	-3	-3
COc1ccccc1N1CCN(C(=O)Nc2ccc([N+](=O)[O-])cc2)CC1	-2	-2	-1	9	1.7	3	i	-3	2
Cn1c(CCN2CCOCC2)nc2cc(NC(=O)COc3ccc(Cl)cc3)ccc21	1	2	5	-6	0.0	-5	i	-3	2
COc1cccc(-c2noc(CCCC(=O)NC3CCCC3)n2)c1	0	-3	-2	-4	-0.7	0	i	-4	5
Cc1cccc2c1-c1sc(C(=O)Nc3cccnc3)cc1CO2	-4	3	-1	0	1.4	-2	i	-3	1
CCc1ccc2c(CN(C)Cc3ccccc3OC)cc(=O)oc2c1	-1	5	1	5	0.1	13	i	-4	-6
Cc1ccc(OCC(=O)O/N=C(\N)Cc2cccs2)cc1C	-3	6	-5	-7	-1.6	2	i	-8	-4
Cc1ccc(-c2cc(C(F)(F)F)n3nc(C(=O)Nc4ccon4)cc3n2)cc1C	1	1	-5	-8	-0.3	0	i	-3	3
COc1cc(C2CC(=O)Oc3cc(C)c(Cl)c(C)c32)cc(OC)c1OC (configuration not stated)	-1	2	-1	3	-0.7	13	i	-6	-5
O=C(CCc1ccccc1)Nc1nc2c(F)cc(F)cc2s1	-4	-7	-9	-11	0.1	16	i	-3	1
COCc1ccc(C(=O)N(C)CC2CCCN(CCc3ccc(Cl)cc3)C2)o1 (configuration not stated)	3	0	-7	11	1.1	-6	i	5	1
CC/S(=N\S(=O)(=O)c1ccc(C)cc1)c1ccccc1 (configuration not stated)	-1	-2	-2	12	-1.5	-7	i	-5	1
CCO[C@H]1OC(C(=O)N2CCCCCCC2)=C[C@@H](c2coc3ccccc3c2=O)[C@@H]1CCCO	-3	-3	-1	-7	0.3	-7	i	-2	0
CCCC(C)c1nnc(NC(=O)C2CC(=O)N(c3ccc(OCC)cc3)C2)s1 (configuration not stated)	1	1	-2	-11	0.4	-1	i	0	-1
O=C(c1cc(F)c(F)cc1Cl)N1CCOCC1	-1	2	8	-4	-0.7	-3	i	-3	3
CN(C)S(=O)(=O)c1cccc(NC(=S)N/N=C/c2cc(Br)ccc2O)c1	-1	-14	-59	-15	3.7	24	x	-5	21
CCN(CC(=O)Nc1ccc2c(c1)OCCO2)S(=O)(=O)c1ccc(C)cc1	-4	5	-6	5	0.0	0	i	-9	-5
CC(C)CC(=O)/C(=C\c1ccc(Cl)cc1Cl)n1cncn1	0	-38	5	9	x	48	i	-2	-1
Cc1cc(C)cc(NCC(=O)Nc2c(C)cccc2C)c1	2	-19	-3	-6	0.9	-3	i	1	-4
C[C@H](CO)N1C[C@H](C)[C@@H](CN(C)S(=O)(=O)c2cccs2)Oc2c(NC(=O)CCC(F)(F)F)cccc2C1=O	1	1	-12	-3	0.2	-6	i	-13	9
CC(/C=C/c1ccccc1)=N\NC(=S)NC(C)C	-5	3	13	-8	3.6	12	i	-4	5
CCN(CC)S(=O)(=O)c1cccc(-c2n[nH]c(=S)n2/N=C/c2ccc(Br)cc2)c1	1	4	10	-27	2.8	35	i	0	-10
O=C1NC[C@@H](CCCCN2C[C@H](Cc3ccccc3)N(Cc3ccccc3)C(=O)C2=O)N(CC2CCCCC2)C1=O	x	3	-5	x	-0.7	26	x	-2	-1
COc1ccc(OC)c(CCNC(=O)CS(=O)(=O)Cc2nc(-c3ccccc3C)oc2C)c1	0	4	-4	-3	0.0	8	i	-1	-3
CCc1nc(C)cc(N)c1OCc1ccccc1	1	5	-9	-6	-0.1	-10	i	-6	-1
O=C(c1oc2ccccc2c1CSCc1ccccc1)N1CCN(c2ncccn2)CC1	1	-26	11	69*	-0.1	15	i	-5	-11
Cc1noc(C)c1CSc1nc2ccccc2n1C	4	6	10	-6	1.6	-3	i	-4	-5
CC1CN(C(=O)C(c2ccccc2)c2ccccc2)CC(C)O1 (configuration not stated)	-3	0	3	-10	0.4	-3	i	0	-4
CC(C)(C)NCC(=O)N/N=C/c1ccc(OCc2ccccc2)cc1	0	2	2	7	-0.4	-6	i	-3	-6
S=C(NCCN1CCOCC1)C(=S)NCCN1CCOCC1	1	4	17	7	1.0	-6	i	-2	1
O=C(NC1CCCCC1)N1CCCC(c2nc(-c3ccc(S(=O)(=O)N4CCCC4)cc3)no2)C1 (configuration not stated)	-1	2	-1	0	0.9	-8	i	-2	-2
Cc1cccc(N2C(=O)CS/C2=N\NC(=O)c2ccc(Cl)cc2)c1C	0	4	-2	-7	0.9	-5	i	1	1
COc1ccc(NC(=O)c2cc(-c3cc(Cl)ccc3O)n[nH]2)c(OC)c1	0	4	-7	22	0.2	-1	i	-3	4
CN(Cc1ccccc1)C(=O)CN1CCN(S(=O)(=O)c2ccc(Cl)c(Cl)c2)CC1	3	-2	-18	2	0.1	22	i	-1	-4
Cc1ccc(/C=N/NC(=O)CNC(=O)COc2ccccc2)o1	1	3	-11	10	-0.3	-6	i	-2	-18
COc1ccc(OCc2cc(=O)[nH]c3ccccc23)cc1	-1	4	-1	-6	0.1	-5	i	-3	-4
CCn1c(SCC(=O)NCc2ccco2)nnc1C1CCCC1	-1	-4	-8	9	-0.4	-9	i	-6	2
CNc1nc2c3ccccc3n(C(C)=O)c2s1	-1	7	-6	-3	1.0	-2	i	-7	-2
CS(=O)(=O)c1ccccc1C(=O)Nc1ccc(S(=O)(=O)N2CCCC2)cc1	0	1	1	15	0.5	-8	i	1	-2
c1ccc(Cn2c(CN3CCCC3)nc3ccccc32)cc1	1	-2	-5	-4	0.8	-8	i	-1	2
O=C(CN1CCCC1)Nc1ccc(-c2nc3cc(NC(=O)CN4CCCC4)ccc3o2)cc1	0	4	-6	9	2.0	-4	i	-3	-2
CCOC(=O)c1sc(NC(=O)C2CC(=O)N(c3ccc(OCC)cc3)C2)nc1C (configuration not stated)	-2	1	6	-14	0.2	-2	i	-7	2
COc1ccccc1OCC(=O)Nc1nc2c(s1)CCCC2	-1	9	-7	3	0.1	3	i	-2	3
N#C/C(=C\c1cn(CCOc2ccccc2)c2ccccc12)C(=O)NCc1ccco1	0	3	-5	-25	-0.3	24	+	2	-2
CC(Sc1nc2ccccc2s1)C(=O)NCc1ccc2c(c1)OCO2 (configuration not stated)	-2	2	3	-5	-0.4	10	i	-4	-11
CC(C)c1ccc(N2CC(C)(C)C2=O)cc1	-1	0	-4	8	-1.2	3	i	1	-5
CC(OC(=O)C1CSC2(C)CCC(=O)N12)C(=O)Nc1ccc(F)cc1 (configuration not stated)	-2	3	3	-9	-0.3	-9	i	-3	-2
O=C(Nc1cccc(S(=O)(=O)N2CCOCC2)c1)[C@@H]1CCCN1S(=O)(=O)c1ccc(Cl)cc1	2	-2	-12	6	-0.9	0	i	-2	1
CCn1cc(C(=O)Nc2ccc(C)c([N+](=O)[O-])c2)cn1	-1	6	-10	-3	1.6	4	i	-4	-4
CC(C)=NNc1nc(-c2ccccc2)c(C)s1	1	-2	-2	-23	1.7	-2	i	0	-3

Continued.
SMILES	Rin1 Abl inh	MT1-MMP act inh	E coli Lon inh	PABP1 MLLE inh	MsrA inh	FAS TE block	Rpn11 inh	MsrA act	CSN deneddyl inh
CCNc1nc(SCC(=O)Nc2ccc(Cl)c(Cl)c2)nc(N2CCOCC2)n1	1	0	1	-14	1.4	22	i	-3	1
COc1ccc(OC)c(N2C(=O)CC(C(C)c3ccccc3)C2=O)c1 (configuration not stated)	5	-2	-4	4	0.5	-3	i	-2	3
COc1ccc(C(=O)c2ccc(Br)cc2)cc1	0	0	1	-10	-1.0	-1	i	-2	3
Cn1c2cc(C#N)sc2c2cnn(Cc3ccc(F)cc3)c(=O)c21	-1	-1	5	13	0.5	8	i	-1	-4
O=C(c1cc(-c2ccc(O)cc2)on1)N1CCCCCC1	3	3	-7	-11	0.4	0	i	-2	5
COc1ccc(OCc2cc(C(=O)N3CCN(C4CCCC4)CC3)no2)c(Cl)c1	0	-3	-6	-7	0.6	4	i	-2	-4
Cc1ccc(SCC(=O)NCC2COc3ccccc3O2)cc1 (configuration not stated)	0	0	-10	12	-1.1	3	i	0	-2
O=S(=O)(/N=C(/Nc1cccnc1Cl)c1ccccc1)c1ccccc1	-1	-1	-11	4	0.0	0	i	-2	3
Cc1ccc(NC(=O)C2CCCN(S(=O)(=O)c3c(C)noc3C)C2)cc1F (configuration not stated)	0	3	4	-7	0.8	10	i	-4	2
CN1C(=O)/C(=C/c2ccccc2OCc2ccc(F)cc2)N(C)C1=S	-3	0	-11	9	0.5	31	i	-7	-4
O=C(/C=C/c1cccs1)Nc1sc2c(c1C(=O)O)CCCC2	3	1	-5	11	2.2	-2	i	-4	5
O=C(CSc1nnc(CCc2nc3ccccc3[nH]2)n1-c1ccccc1)NCc1ccccc1	-2	7	-1	1	0.1	-3	i	1	-1

Shown with two lines to a compound: entries from further up.
Second line of a record: Rin1 Abl inh | MT1-MMP act inh | E coli Lon inh | PABP1 MLLE inh | MsrA inh | FAS TE block | Rpn11 inh | MsrA act | CSN deneddyl inh
Cn1c2cc(C#N)sc2c2cnn(Cc3ccc(F)cc3)c(=O)c21
 : -1 | -1 | 5 | 13 | 0.5 | 8 | i | -1 | -4
O=C(c1cc(-c2ccc(O)cc2)on1)N1CCCCCC1
 : 3 | 3 | -7 | -11 | 0.4 | 0 | i | -2 | 5
COc1ccc(OCc2cc(C(=O)N3CCN(C4CCCC4)CC3)no2)c(Cl)c1
 : 0 | -3 | -6 | -7 | 0.6 | 4 | i | -2 | -4
Cc1ccc(SCC(=O)NCC2COc3ccccc3O2)cc1 (configuration not stated)
 : 0 | 0 | -10 | 12 | -1.1 | 3 | i | 0 | -2

Screening data deposited in PubChem by several laboratories.

No enrichment for hits. About 3.7% of those tested had a hit in this group.
